FH mod: Identification of activators of human fumarate hydratase by quantitative high-throughput screening | 0.22% of 54,000 active | Potency, µM (top dose mostly 79.9 µM), for inactives: at the top dose activity change, negative = inhibition, most hits filed as inhibitors | FH coupled MDH/diaphorase resazurin fluorescence, 15 min; note: potency is the fitted concentration of half-maximal effect; % is set by controls: 0 for no effect and ±100 for the full control effect; the screen sought activators but most active calls are inhibition curves; nearly all actives have a fitted effect of over 45% in size
NTMT1 inh: Primary qHTS for Inhibitors of N-terminal methyltransferase 1 (NTMT1): MTaseGlo Assay | NTMT1 MTase-Glo SAH luminescence, purified enzyme | 2.5% of 59,000 active | Potency, µM (highest dose often 114 µM), inactives show at the top dose activity change, negative = inhibition, actives largely listed as inhibitors | AID 1645870, 2021 | N-terminal Xaa-Pro-Lys N-methyltransferase 1 (Homo sapiens), Q9BV86;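 note: potency is the fitted concentration of half-maximal effect; plate controls were DMSO vehicle for no effect and no enzyme for full effect; nearly all actives have a fitted effect of over 65% in size; many of its hits are not listed in these tables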
Target sequence (Q9BV86 whole entry, looked up): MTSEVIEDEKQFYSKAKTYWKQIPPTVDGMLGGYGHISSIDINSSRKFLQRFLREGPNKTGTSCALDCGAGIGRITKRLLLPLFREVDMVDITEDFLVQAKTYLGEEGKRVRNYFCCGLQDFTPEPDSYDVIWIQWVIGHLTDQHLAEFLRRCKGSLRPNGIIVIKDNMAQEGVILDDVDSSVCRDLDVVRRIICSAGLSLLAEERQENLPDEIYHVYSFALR
TSG101-PTAP inh: qHTS Validation Assay for Inhibitors of HIV-1 Budding by Blocking the Interaction of PTAP/TSG101: Sytravon Library Screen | 44,000 tested, under 10 active | Potency, µM (highest dose often 115 µM), without a hit: at the highest dose activity change, negative = inhibition, most hits filed as inhibitors | Tumor susceptibility gene 101 protein (Homo sapiens), Q99816 | Fluorescence polarization, FITC-PTAP peptide/Tsg101, 20 min; note: potency is the fitted concentration of half-maximal effect; 0% is about no effect
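qHTS FP binding, 20 min r.t.: 10 uM Tsg101 domain + 50 nM FITC-PTAP peptide, pH 7.5 HEPES buffer with TCEP and EDTA.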
p53null 32C tox: qHTS Screen for Compounds that Selectively Target Cancer Cells with p53 Mutations: Cytotoxicity of p53 Null Cells at the Permissive Temperature; H1299-neo p53 null cells, ATP luminescence, 24 h, 32C; Potency, µM (top dose mostly 46.1 µM), for inactives: at the highest dose activity change, negative = cytotoxicity, most hits filed as cytotoxic; 0.62% of 55,000 active; AID 903, 2007;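 note: potency is the fitted concentration of half-maximal effect; 0% = DMSO only and -100% = full killing by 100 µM tamoxifen; nearly all actives have a fitted effect of over 55% in size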
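Cells lacking p53 (H1299-neo) are plated at 600 per well and allowed to settle overnight at 37C. Test compounds (up to 46 uM) are added and held 24 hours at 32C, then ATP is quantified by luminescence.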
GALK inhibitor: qHTS Assay for Inhibitors of Human Galactokinase (GALK): NCGC Sytravon Library Screen; recombinant GALK, Kinase-Glo ATP luminescence, 1 h; Potency, µM (series often up to 57.5 µM), for the others: at the highest dose activity, negative = inhibition, actives largely listed as inhibitors; 44,000 tested, under 10 active; AID 1347072, 2019;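 note: plate controls were full GALK reaction for no effect and reaction lacking GALK for full effect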
Target sequence (P51570 whole entry, looked up): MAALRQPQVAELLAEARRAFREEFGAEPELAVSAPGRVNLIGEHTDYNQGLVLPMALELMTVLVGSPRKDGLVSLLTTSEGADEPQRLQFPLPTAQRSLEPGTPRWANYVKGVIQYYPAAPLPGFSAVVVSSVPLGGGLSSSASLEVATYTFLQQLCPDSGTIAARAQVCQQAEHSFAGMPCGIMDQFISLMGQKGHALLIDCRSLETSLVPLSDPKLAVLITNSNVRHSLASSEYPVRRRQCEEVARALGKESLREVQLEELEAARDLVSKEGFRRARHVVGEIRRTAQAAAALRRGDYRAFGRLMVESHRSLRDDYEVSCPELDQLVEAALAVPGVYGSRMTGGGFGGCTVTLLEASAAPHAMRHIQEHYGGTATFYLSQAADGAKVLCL
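5 nM GALK with 35 µM ATP and 100 µM galactose in HEPES pH 8.0, MgCl2, NaCl, DTT, BSA; 1 h RT reaction, remaining ATP detected by Kinase-Glo Plus luminescence after 10 min; qHTS concentration series.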
p53null 39C tox: qHTS Screen for Compounds that Selectively Target Cancer Cells with p53 Mutations: Cytotoxicity of p53 Null Cells at the Nonpermissive Temperature; H1299 p53-null (neo) cells, 39C, ATPlite viability, 24 h; Potency, µM (doses to about 46.1 µM), without a hit: at the top dose activity, negative = cell killing, hits mostly cytotoxic; 0.97% of 55,000 active; AID 904, 2007;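 note: potency is the fitted concentration of half-maximal effect; 0% = DMSO only and -100% = full killing by 100 µM tamoxifen; nearly all actives have a fitted effect of over 50% in size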
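Luminescent ATP signal reported cell survival after H1299 lines (neo, p53 null; or p53 A138V) received up to 46 uM compound and 24 hr incubation at 39C.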
B2AR arrestin ag: qHTS assay of beta-arrestin-biased ligands of beta2-adrenergic receptor: NCGC Sytravon Library Screen | Potency, µM (top dose mostly 46.1 µM), for inactives: at the highest dose activation, most hits filed as activators | HTLA Tango cells, beta-arrestin recruitment, luciferase luminescence, 18 h | Beta-2 adrenergic receptor (Homo sapiens), P07550 | 44,000 tested, under 10 active;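 note: potency is the fitted concentration of half-maximal effect; 0% = DMSO and full agonism = EC100 isoproterenol or metaproterenol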
Target sequence (P07550 whole entry, looked up): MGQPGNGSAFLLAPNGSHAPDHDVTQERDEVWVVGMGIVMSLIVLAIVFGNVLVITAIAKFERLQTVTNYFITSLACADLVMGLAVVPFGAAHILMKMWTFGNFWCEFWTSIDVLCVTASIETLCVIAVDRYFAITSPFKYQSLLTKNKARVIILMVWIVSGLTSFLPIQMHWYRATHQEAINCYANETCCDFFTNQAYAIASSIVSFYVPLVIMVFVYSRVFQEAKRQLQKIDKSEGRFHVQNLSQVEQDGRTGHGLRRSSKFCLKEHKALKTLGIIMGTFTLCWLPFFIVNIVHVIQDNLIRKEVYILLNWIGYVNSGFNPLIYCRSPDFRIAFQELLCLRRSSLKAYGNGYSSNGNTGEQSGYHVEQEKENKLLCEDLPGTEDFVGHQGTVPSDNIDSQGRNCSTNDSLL
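Tango cells (recombinant beta2-AR, beta-arrestin, tTA-driven luciferase), 1500/well in DMEM 1% FBS, treated 18 h at 37 °C with compounds up to 46 µM; luciferin mix added, luminescence read after 15 min; %activity curves fitted and curve-classed.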
* = called active by the depositor; ? = inconclusive; · = no result given; [ ] = dose if it differs, or a comment. Calls come from the whole dose curve; as a rule, active = well fitted curve in the direction sought with a large enough effect; inconclusive = small, poorly fitted or top-dose-only effect, or another doubt; inactive = no such curve, though single readings can be large; an effect the other way counts as inactive or inconclusive. The list is partial, so the mix of outcomes need not match the whole.

SMILES	FH mod	NTMT1 inh	TSG101-PTAP inh	p53null 32C tox	GALK inhibitor	p53null 39C tox	B2AR arrestin ag
COc1cc(NC(=O)c2noc3c2CSc2ccccc2-3)cc(OC)c1OC	?	-3.9%	2.0%	-10.7%	2.8%	-3.5%	-3.2%
Cn1c(=O)n(C)c2cc(N3CCCC3)c(NC(=O)Nc3ccccc3)cc21	-9.0%	?	-0.2%	-0.6%	1.8%	-8.0%	-2.2%
CC(NC(=O)CN(c1ccc(Cl)cc1Cl)S(=O)(=O)c1ccccc1)c1ccccc1 (stereo unspecified)	-21.4%	2.7%	-2.8%	15.2%	-1.3%	29.3%	0.8%
Cn1c(Oc2ccc(Cl)cc2)nc2c1c(=O)n(Cc1ccc(F)cc1)c(=O)n2C	-11.9%	-2.6%	-6.1%	-3.7%	-16.1%	8.4%	0.9%
CCc1ccc(NC(=O)c2cc(-c3cccs3)on2)cc1	-11.2%	14.4%	-1.0%	-0.9%	7.1%	6.2%	-1.5%
O=C(CC1N=C2c3ccccc3N=C(SCc3ccc(Cl)cc3)N2C1=O)NC1CCCCC1 (stereo unspecified)	-2.4%	-0.5%	3.3%	-12.8%	1.7%	12.0%	5.7%
CC(C)c1noc(-c2ccccc2OCC(=O)Nc2cccc([N+](=O)[O-])c2)n1	0.7%	13.7%	-2.8%	-7.0%	-12.3%	-4.4%	-1.7%
Cc1ccc(N2CCN(C(=O)c3cccn4c(=O)c5ccc(Cl)cc5nc34)CC2C)cc1 (stereo unspecified)	-12.0%	-5.6%	-2.9%	6.2%	-3.5%	7.6%	0.5%
O=C(O)c1cccc(NC(=O)c2cccc(S(=O)(=O)Nc3cccc(F)c3)c2)c1	-8.3%	7.4%	-0.9%	-2.5%	?	0.2%	0.6%
Cc1cccc(OCCCC(=O)Nc2sc3c(c2C(N)=O)CCC(C)C3)c1 (stereo unspecified)	-5.2%	-0.2%	1.7%	-1.9%	-2.4%	-5.8%	0.2%
CSc1ccc(CCNC(=O)c2ccc3c(Cl)c4c(nc3c2)CCCC4)cc1	-10.7%	6.5%	2.6%	1.9%	-0.5%	-4.7%	0.5%
COc1ccc(NC(=O)CSc2nc(-c3cc(OC)c(OC)c(OC)c3)[nH]c2-c2ccc(F)cc2)cc1	?	8.5%	-9.8%	21.4%	-1.0%	7.3%	?
CCCC12CN3CC(CCC)(CN(C1)C3c1ccc(OC(C)C)cc1)C2=O (stereo unspecified)	-6.3%	9.3%	-0.8%	7.3%	0.0%	11.4%	-2.3%
CC(=O)Nc1nonc1-c1nnc(SCC(=O)Nc2cc(Cl)ccc2C)n1C	-18.1%	0.1%	0.2%	-8.6%	2.9%	16.1%	-2.6%
CC1=C(C(=O)Nc2cccc(Cl)c2C)C2(CCCCCC2)OC1=O	-1.7%	-9.0%	2.3%	-9.4%	-1.1%	-1.2%	-0.4%
O=c1oc2cc(O)ccc2cc1-c1nc(-c2ccc(Cl)c(Cl)c2)cs1	4.1%	-23.4%	-0.6%	-5.4%	-0.2%	1.0%	-1.0%
O=C(CSc1nc2c(c(=O)[nH]1)CN(Cc1ccc3c(c1)OCO3)CC2)Nc1cccc(Cl)c1	-15.0%	-7.6%	2.0%	-5.5%	4.7%	-17.2%	-2.7%
Cc1ccc(NC(=O)C2CCCN(S(=O)(=O)c3cccs3)C2)c(C)c1 (stereo unspecified)	1.9%	-19.7%	-2.8%	-3.5%	2.0%	9.5%	1.5%
COc1ccc2c(CNCCc3cccs3)c(C(=O)O)n(Cc3ccccc3)c2c1	-29.4%	-12.8%	-11.3%	3.0%	-6.7%	-23.7%	3.9%
COc1ccc(S(=O)(=O)N(CC(=O)Nc2cccc(C(F)(F)F)c2)c2ccc(C)cc2)cc1	-16.8%	-10.6%	-10.4%	8.0%	0.6%	8.6%	0.4%
O=C(c1ccc(F)cc1)N1CCN(CCc2ccncc2)CC1	-14.5%	7.5%	-0.9%	-1.5%	16.0%	1.8%	0.4%
COc1ccc(-c2noc(CN3CCN(c4ccccc4OC)CC3)n2)cc1OC	-11.5%	-3.6%	-0.5%	5.7%	8.5%	5.5%	0.7%
Cc1nc2sccn2c(=O)c1S(=O)(=O)NCc1ccccc1	-5.4%	12.9%	-1.6%	-6.2%	0.6%	-1.9%	0.6%
CC1CCN(C(=O)c2ccccc2NC(=O)c2nsc3ccccc23)CC1	?	6.6%	-0.2%	11.3%	-3.1%	-9.7%	0.3%
Cc1ccc(CNC(=O)c2c(O)nc3ccccn3c2=O)cc1	-16.4%	0.8%	0.0%	-8.9%	5.0%	-8.0%	0.8%
CCCNC(=O)C1CCC(Cn2c(=O)c3sccc3n(CC(=O)N(CC)CC)c2=O)CC1 (stereo unspecified)	-14.3%	-2.0%	-0.5%	-22.1%	1.8%	14.3%	-0.2%
CCOC(=O)c1cc2c(=O)n3ccccc3nc2n(CC2CCCO2)c1=NC(=O)c1ccc(C)cc1 (stereo unspecified)	6.2%	-5.2%	-1.8%	5.8%	-0.9%	0.9%	0.6%
CCS(=O)(=O)c1ccccc1C(=O)N1CCN(c2nc3ccccc3s2)CC1	-24.4%	20.4%	-0.2%	7.1%	-2.2%	19.7%	-2.7%
CC1=C(C(=O)Nc2ccccc2)C(c2ccccc2Cl)n2ncc(C(=O)Nc3cccc(C)c3)c2N1 (stereo unspecified)	-7.2%	-4.9%	1.2%	3.4%	-4.0%	1.6%	-0.9%
COc1ccccc1CNC(=O)C(=O)NCC(c1cccs1)S(=O)(=O)c1ccc(F)cc1 (stereo unspecified)	?	19.8%	-0.9%	-3.4%	-0.7%	-11.3%	-0.8%
COc1ccc(Cl)cc1NC(=O)c1cc(S(=O)(=O)NC2CCCCCC2)ccc1F	-13.0%	4.2%	-5.9%	-14.3%	-7.7%	23.3%	-0.3%
Cc1oc(-c2ccccc2Cl)nc1CS(=O)CC(=O)N1CCN(c2cccc(C(F)(F)F)c2)CC1 (stereo unspecified)	?	-5.8%	-4.3%	-28.3%	-0.7%	11.6%	-2.5%
CCOc1ccc(NC(=O)CN2C(=O)c3ccccc3Sc3ccc(C(=O)OC)cc32)cc1	-9.2%	4.3%	-0.4%	-5.3%	0.4%	13.1%	-0.8%
Cc1ccccc1CSc1nc(-c2ccccc2)nc2c1Cc1c(CO)cnc(C)c1O2	?	-1.1%	1.5%	-0.8%	3.9%	2.8%	-0.2%
O=C(CCSCCc1ccccn1)Nc1ccc(Cl)cc1	-6.9%	-0.1%	-0.6%	32.7%[activator]	-0.3%	11.9%	0.4%
CCc1ccccc1NC(=O)Cn1c(=O)n(Cc2ccco2)c(=O)c2ccccc21	2.9%	-22.3%	1.5%	3.3%	-0.3%	-7.5%	-2.1%
Cc1ccc(OCC(=O)Nc2ccc3nc(SCC(=O)N4CCOCC4)sc3c2)cc1C	-11.2%	2.0%	-0.7%	-9.2%	-3.7%	-8.3%	-3.5%
CCc1ccc(CNC(=O)CCc2c(C)nn(-c3ccc(N4CCCC4)nn3)c2C)cc1	·	·	-2.5%	-0.7%	-1.4%	4.0%	0.2%
CC(=O)OC(COc1ccccc1)Cn1cnc2cc(C)c(C)cc21 (stereo unspecified)	·	·	-13.8%	-9.4%	2.0%	2.9%	-2.1%
COc1ccccc1Nc1nn2c(=O)c3ccc(C(=O)NC4CCC(C)CC4)cc3nc2s1 (stereo unspecified)	-12.1%	?	-0.6%	-0.7%	-0.7%	-3.6%	-0.3%
COc1ccc(C2CC(=O)Oc3c2c(=O)n(C)c2ccccc32)c(OC)c1OC (stereo unspecified)	1.1%	-5.7%	0.0%	15.3%	-0.2%	-18.6%	-1.3%
Cc1ccc(S(=O)(=O)N2CCC(N3CCN(Cc4ccccc4)C(=O)C3=O)CC2)cc1C	·	·	-5.8%	1.9%	-1.7%	-1.1%	-0.4%
CCc1ccccc1NC(=O)c1cc(S(=O)(=O)N2CCCC2)cn1C	-0.6%	5.5%	0.7%	1.0%	0.9%	-14.2%	1.3%
Cc1cccc(NC(=O)Cn2c(C(F)(F)F)nc3ccccc32)c1C	3.4%	-2.2%	1.7%	-5.6%	1.3%	-3.3%	0.3%
COc1ccc(Cn2c(C(=O)O)c(CNCc3ccc(SC)cc3)c3ccc(OC)cc32)cc1	-21.1%	-0.5%	2.2%	4.2%	2.1%	?	0.9%
CCN(c1ncnc2c1c(-c1ccccc1)cn2-c1ccccc1)C1CCCCC1	-6.5%	-1.0%	-1.0%	0.9%	1.2%	15.6%	-0.8%
COc1ccc(-c2ccc(NS(=O)(=O)c3cccc(C)c3)cc2)nn1	-17.5%	5.5%	-3.6%	-6.8%	4.5%	-7.8%	-0.8%
COc1cc(NC(=O)Cn2ncc3c(=O)oc4ccccc4c32)cc(OC)c1OC	-0.1%	4.2%	-8.2%	5.3%	9.3%	6.1%	-0.1%
COC(=O)c1c(NC(=O)COc2ccccc2Cl)sc2c1CCC(C(C)(C)C)C2 (stereo unspecified)	-12.3%	-2.5%	2.7%	-4.5%	3.3%	33.4%[activator]	-0.5%
CCCN1CCN(CCCNC(=O)c2cc3c(=O)n(CC)c4ccccc4c3s2)CC1	?	?	-6.9%	3.0%	-1.5%	-23.7%	-0.8%
CCn1c(=O)c2sccc2n2c(CCCC(=O)N3CCN(c4cccc(Cl)c4)CC3)nnc12	-6.8%	-9.0%	-6.1%	4.7%	0.4%	15.4%	-0.2%
COc1cc(CN(C(=O)COc2ccc(C)cc2)c2ccccn2)cc(OC)c1OC	-1.7%	5.3%	-5.9%	-14.2%	?	-18.2%	-3.9%

Entries of single compounds, looked up by structure. Screens in order: FH mod, NTMT1 inh, TSG101-PTAP inh, p53null 32C tox, GALK inhibitor, p53null 39C tox, B2AR arrestin ag
CCCN1CCN(CCCNC(=O)c2cc3c(=O)n(CC)c4ccccc4c3s2)CC1 is entered as ?, ?, -6.9%, 3.0%, -1.5%, -23.7%, -0.8%
CCn1c(=O)c2sccc2n2c(CCCC(=O)N3CCN(c4cccc(Cl)c4)CC3)nnc12 is entered as -6.8%, -9.0%, -6.1%, 4.7%, 0.4%, 15.4%, -0.2%
COc1cc(CN(C(=O)COc2ccc(C)cc2)c2ccccn2)cc(OC)c1OC is entered as -1.7%, 5.3%, -5.9%, -14.2%, ?, -18.2%, -3.9%
COC(=O)c1c(NC(=O)COc2ccccc2Cl)sc2c1CCC(C(C)(C)C)C2 (stereo unspecified) is entered as -12.3%, -2.5%, 2.7%, -4.5%, 3.3%, 33.4%[activator], -0.5%
